Screening results (PubChem)
TbPYK inhibitor: inhibitors of Trypanosoma brucei pyruvate kinase; Q57TT1; TbPYK enzyme, Kinase-Glo Plus ATP luminescence, 45 min; Potency, µM (highest dose often 76.8 µM), without a hit: at the top dose activity, negative = inhibition, most hits filed as inhibitors; hit rate 0.12% among 410,000; also: potency is read from the fitted curve at half-maximal effect; % is scaled to controls: 0 for no effect and ±100 for the full control effect; nearly all actives have a fitted effect of over 50% in size
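Glycolytic pyruvate kinase of T. brucei was incubated with substrate, test compound and 130 uM ADP for 45 minutes at room temperature. Luminescent Kinase-Glo Plus signal was measured after 10 minutes.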
Shiga inhibitor: inhibitors of Shiga toxin in Vero cells; Vero cells, Shiga toxin protein synthesis inhibition reporter; inhibition, % at 38.7 µM; hit rate 9.2% among 290,000; in the data active = inhibition mostly above about 28%, no sharp cut-off; inactive = mostly below about 43%; also: 0% is about no effect
Pf growth 48h: inhibits P. falciparum growth in the first generation, 48 h; P. falciparum luciferase growth in erythrocytes, 48 h; Potency, µM (highest dose often 28.7 µM), without a hit: at the top dose activity change, negative = inhibition, hits mostly inhibitors; hit rate 5.9% among 310,000; AID 504832; also: potency is read from the fitted curve at half-maximal effect; % is scaled to controls: 0 for no effect and ±100 for the full control effect
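In quantitative HTS format, infected erythrocytes bearing luciferase-reporter parasites were treated for a single generation at 37 C. Luminescence after adding detection reagent served as the growth measure.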
HCV inh: inhibitors of hepatitis C virus infection; Potency, µM (titrated, usually from 41.8 µM), for the others: at the top dose activity change, negative = inhibition, actives largely listed as inhibitors; Huh7.5.1 HCVcc-Cre infection, luciferase reporter, 44 h; hit rate 3.4% among 340,000; also: potency is read from the fitted curve at half-maximal effect; % is scaled to controls: 0 for no effect and ±100 for the full control effect
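Luciferase read-out (15 sec integration) after a 15 min room-temperature substrate step quantifies HCVcc-Cre infection. Cells, 1,000 per well, had compound added 4 h post-plating, then virus at ~0.5 moi, and were cultured 44 h.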
LmPK inhibitor: LmPK (Leishmania mexicana) enzyme inhibition | purified LmPK, Kinase-Glo ATP luminescence, 1 h | Potency, µM (highest dose often 57.5 µM), for the others: at the top dose activity change, negative = inhibition, usual class: inhibitors | hit rate 0.37% among 290,000 | AID 1721; also: potency is read from the fitted curve at half-maximal effect; % is scaled to controls: 0 for no effect and ±100 for the full control effect
Target sequence (Q27686 whole entry, looked up): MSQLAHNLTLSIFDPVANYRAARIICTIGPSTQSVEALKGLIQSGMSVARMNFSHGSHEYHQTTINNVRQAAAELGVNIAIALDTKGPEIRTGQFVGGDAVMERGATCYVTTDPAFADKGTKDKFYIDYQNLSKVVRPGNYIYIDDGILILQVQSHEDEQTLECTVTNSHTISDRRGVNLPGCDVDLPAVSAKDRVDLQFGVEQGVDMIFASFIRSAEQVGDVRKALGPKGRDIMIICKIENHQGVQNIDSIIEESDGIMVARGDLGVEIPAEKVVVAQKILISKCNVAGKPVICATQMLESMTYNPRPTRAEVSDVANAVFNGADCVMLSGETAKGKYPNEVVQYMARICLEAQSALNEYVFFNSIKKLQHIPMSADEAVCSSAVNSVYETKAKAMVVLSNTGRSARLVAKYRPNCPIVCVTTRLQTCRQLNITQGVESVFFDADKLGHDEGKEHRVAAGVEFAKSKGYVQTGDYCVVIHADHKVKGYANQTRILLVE
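0.1 nM LmPK, 0.5 mM PEP, 0.1 mM ADP; 50 mM imidazole pH 7.2, 7 mM MgCl2, 50 mM KCl; 1 h RT. Kinase-Glo luminescence readout, normalized to no-enzyme (full inhibition) and uninhibited wells.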
Pf growth 96h: inhibits malaria parasite growth, 96 h | P. falciparum luciferase reporter growth, 96 h | Potency, µM (highest dose often 28.7 µM), inactives show at the highest dose activity change, negative = inhibition, usual class: inhibitors | hit rate 6.9% among 320,000; also: potency is read from the fitted curve at half-maximal effect; % is scaled to controls: 0 for no effect and ±100 for the full control effect
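Parasite growth measured via integrated firefly luciferase reporter in P. falciparum. Infected erythrocytes at 2% hematocrit, 0.05% parasitemia final were treated 96 hours at 37 C under 5% CO2, and luminescence was read.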
CHX counter: counter-screen hit for Shiga toxin inhibitors, cycloheximide; cell reporter, cycloheximide protein synthesis inhibition counterscreen; max response, %; hit rate 12% among 300,000; AID 2314; in the data active = max response mostly above about 13%, no sharp cut-off; inactive = mostly below about 14%; also: read at 38.3 µM for the half of the compounds with a filed dose; 0% is about no effect
* marks the source's active call; other numbers are inactive results; & = joins results of further samples; [ ] = another dose, or the depositor's remark. Unless noted, calls follow the shape of the dose curve; as a rule, active = well fitted curve in the direction sought with a large enough effect; inconclusive = small, poorly fitted or top-dose-only effect, or another doubt; inactive = no such curve, though single readings can be large; an effect the other way counts as inactive or inconclusive.

Results for COc1ccc(-c2cc(C(=O)Nc3c(C)nn(Cc4ccccc4Cl)c3C)no2)cc1OC ?
TbPYK inhibitor: 13%; Shiga inhibitor: 21; Pf growth 48h: inconclusive; HCV inh: 8.9µM*; LmPK inhibitor: 6%; Pf growth 96h: 30%; CHX counter: -2

Results for COc1ccc(O)c(-c2cc(C(F)(F)C(F)F)nc(-c3ccccc3)n2)c1 ?
TbPYK inhibitor: -5%; Shiga inhibitor: 18; Pf growth 48h: 13µM*; HCV inh: inconclusive; LmPK inhibitor: 0%; Pf growth 96h: 2.9µM*; CHX counter: -1

Results for CCn1cc(/C=c2/sc3n(c2=O)C2c4ccccc4OC(C)(N=3)C2C(=O)OC)c(C)n1 (stereo unspecified) ?
TbPYK inhibitor: -4%; Shiga inhibitor: 24; Pf growth 48h: inconclusive; HCV inh: inconclusive; LmPK inhibitor: 7%; Pf growth 96h: inconclusive; CHX counter: 15

How did Cc1cc(OCC(=O)Nc2cc(S(=O)(=O)N3CCOCC3)ccc2N2CCCC2)ccc1C(C)C do in these assays?
TbPYK inhibitor: -10%; Pf growth 48h: 2%; HCV inh: inconclusive; Pf growth 96h: -7%

Results for CSc1cccc(NC(=S)Nc2ccc(F)cc2)c1 ?
TbPYK inhibitor: 8%; Shiga inhibitor: 9; Pf growth 48h: 59%[activator]; HCV inh: -11%; LmPK inhibitor: 0%; Pf growth 96h: 40%[activator]; CHX counter: 11

How did COc1cccc(-n2cnc3sc(C)cc3c2=O)c1 do in these assays?
TbPYK inhibitor: -27%; Shiga inhibitor: 27; Pf growth 48h: 17%; HCV inh: 18%; LmPK inhibitor: 3%; Pf growth 96h: 8%; CHX counter: 16

Results for O=C1N(c2nncs2)CCN1[N+](=O)[O-] ?
TbPYK inhibitor: -2%; Shiga inhibitor: 2; Pf growth 48h: inconclusive; HCV inh: 18%; LmPK inhibitor: 4%; Pf growth 96h: 21%; CHX counter: -1

What do the screens show for `Cc1cccc(Cn2c(SCCO)nc3c2c(=O)n(C)c(=O)n3C)c1`?
TbPYK inhibitor: -1%; Shiga inhibitor: -3; Pf growth 48h: -22%; HCV inh: inconclusive; LmPK inhibitor: 1%; Pf growth 96h: -17%; CHX counter: 0

How did Cc1ccc(S(=O)(=O)N2CCN(C(=O)c3ccccn3)CC2)c(C)c1 do in these assays?
TbPYK inhibitor: -22%; Shiga inhibitor: -12; Pf growth 48h: 20%; HCV inh: 20%; LmPK inhibitor: 1%[11.5 µM]; Pf growth 96h: 20%; CHX counter: -1

What do the screens show for `COc1ccccc1-c1noc2ncnc(Nc3ccccc3C)c12`?
TbPYK inhibitor: -1%; Shiga inhibitor: -7; Pf growth 48h: -17%; HCV inh: -29%; LmPK inhibitor: -1%; Pf growth 96h: inconclusive; CHX counter: -5

What do the screens show for `O=C(c1ccc(O)cc1)c1ccc(O)cc1O`?
TbPYK inhibitor: 0%; Shiga inhibitor: -3; Pf growth 48h: 11%; HCV inh: 4%; LmPK inhibitor: 4%; Pf growth 96h: 45%[activator]; CHX counter: 2

Results for COc1ccccc1NC(=O)c1ccc(Cl)c(S(=O)(=O)N2CCCCC2)c1 ?
TbPYK inhibitor: 2%; Shiga inhibitor: 7; Pf growth 48h: inconclusive; HCV inh: inconclusive; LmPK inhibitor: -2%; Pf growth 96h: inconclusive; CHX counter: 18

Results for CCN(CC1CCCN(CCc2cccc(OC)c2)C1)C(=O)c1ccoc1 (stereo unspecified) ?
TbPYK inhibitor: 2%; Shiga inhibitor: -6; Pf growth 48h: 0%; HCV inh: 0%; LmPK inhibitor: 1%; Pf growth 96h: inconclusive; CHX counter: 1

Results for CCN1CCN(S(=O)(=O)c2c[nH]c(C(=O)OC)c2)CC1 ?
TbPYK inhibitor: 0%; Shiga inhibitor: -7; Pf growth 48h: 0%; HCV inh: 5%; LmPK inhibitor: 4%; Pf growth 96h: -11%; CHX counter: -1

Results for C=C1CCN(C(Cc2ccccc2)C(=O)OC)S(=O)(=O)c2ccc(F)cc21 (stereo unspecified) ?
TbPYK inhibitor: -3%; Shiga inhibitor: -4&-5; Pf growth 48h: -14%; HCV inh: -8%; LmPK inhibitor: -9%; Pf growth 96h: inconclusive; CHX counter: -4&-5

What do the screens show for `COc1ccc2cc(CN(CC3CCCO3)S(=O)(=O)c3ccccc3Cl)c(=O)[nH]c2c1` (stereo unspecified)?
TbPYK inhibitor: -5%; Shiga inhibitor: 2; HCV inh: inconclusive; LmPK inhibitor: 2%; Pf growth 96h: inconclusive; CHX counter: 2

Results for O=C(COc1ccc(/C=N/NC(=O)c2ccc(O)cc2)cc1)Nc1cccc([N+](=O)[O-])c1 ?
TbPYK inhibitor: -5%; Shiga inhibitor: 14; Pf growth 48h: 16%; HCV inh: 6%; LmPK inhibitor: 4%; Pf growth 96h: 60%[5.75 µM]; CHX counter: 6

How did CCOC(=O)N/N=C/c1ccc(N(CC)CC)cc1O do in these assays?
TbPYK inhibitor: 3%; Shiga inhibitor: 62*; Pf growth 48h: inconclusive; HCV inh: 3.5µM*; LmPK inhibitor: 1%; Pf growth 96h: 4.1µM*; CHX counter: 23*

What do the screens show for `COc1ccc(-c2cc(=O)oc3c(C)c(OC(=O)c4cccs4)ccc23)cc1`?
TbPYK inhibitor: -2%; Shiga inhibitor: -7; Pf growth 48h: 22%; HCV inh: -1%; LmPK inhibitor: 0%; Pf growth 96h: 11%; CHX counter: -1

Results for CC1=NNC(=O)C1C(c1ccc(Cl)cc1)C(C#N)C#N (stereo unspecified) ?
TbPYK inhibitor: -3%; Shiga inhibitor: -3; Pf growth 48h: 8%; HCV inh: -15%; LmPK inhibitor: -1%; Pf growth 96h: 24%; CHX counter: -1

What do the screens show for `COc1ccc(/C=C2\Sc3ccc(C(=O)N4CCOCC4)cc3N(C)C2=O)cc1`?
TbPYK inhibitor: -10%; Shiga inhibitor: 35; Pf growth 48h: -18%; HCV inh: -21%; LmPK inhibitor: 0%; Pf growth 96h: inconclusive; CHX counter: 8

Results for Cc1cc(NC(=O)c2cc(-c3cccs3)on2)nn1Cc1ccc(Cl)cc1 ?
TbPYK inhibitor: -1%; Shiga inhibitor: 9; Pf growth 48h: 10µM*; HCV inh: inconclusive; LmPK inhibitor: 5%; CHX counter: 10

Results for Cc1ccccc1NC(=O)CSc1nnc(C)c(=O)[nH]1 ?
TbPYK inhibitor: 0%&0%; Shiga inhibitor: -5; Pf growth 48h: inconclusive; HCV inh: 25%; LmPK inhibitor: 1%; Pf growth 96h: -25%; CHX counter: -4

Results for CCCCCC(=O)Nc1ccc(N2CCOCC2)c(S(=O)(=O)Nc2ccc(OC)cc2)c1 ?
TbPYK inhibitor: 6%; Pf growth 48h: 15µM*; HCV inh: inconclusive; Pf growth 96h: inconclusive

How did COC(=O)c1cn(C(=O)c2ccc(C)cc2C)c2ccccc12 do in these assays?
TbPYK inhibitor: -7%; Shiga inhibitor: 4; Pf growth 48h: inconclusive; HCV inh: inconclusive; LmPK inhibitor: -2%; Pf growth 96h: inconclusive; CHX counter: 0

How did O=C(O)CSC(C(=O)Nc1ccc(Br)cc1)c1ccccc1 (stereo unspecified) do in these assays?
TbPYK inhibitor: 1%; Shiga inhibitor: -7; Pf growth 48h: 10%; HCV inh: 7%; LmPK inhibitor: 2%; Pf growth 96h: 33%[activator]; CHX counter: -2

How did Cn1c(Cn2c(=O)sc3ccccc32)nnc1SCC(=O)NCCc1ccccc1 do in these assays?
TbPYK inhibitor: 0%; Shiga inhibitor: 3; Pf growth 48h: 2%; HCV inh: inconclusive; LmPK inhibitor: 3%; Pf growth 96h: -4%; CHX counter: -7

What do the screens show for `Cc1cc(NC(=O)CSc2nc3ccccc3c(=O)n2C2CCCC2)no1`?
TbPYK inhibitor: 0%; Shiga inhibitor: -14; HCV inh: -5%; LmPK inhibitor: 0%; CHX counter: -4

Results for C/C(=N\OCc1nc2ccccc2c(=O)n1/N=C/c1cc(C)cc([N+](=O)[O-])c1O)c1ccccc1 ?
TbPYK inhibitor: -6%; Shiga inhibitor: 27; Pf growth 48h: 6.6µM*; HCV inh: 9%; LmPK inhibitor: -8%; Pf growth 96h: inconclusive; CHX counter: 21*

How did O=C(COC(=O)/C=C/c1ccccc1[N+](=O)[O-])NNC(=O)c1ccc(F)cc1 do in these assays?
TbPYK inhibitor: 2%; Pf growth 48h: 11%; HCV inh: 20%; Pf growth 96h: 5%

Results for Cc1ccc(-c2c[n+](CC(=O)Nc3nc(-c4ccccc4)cs3)c3n2CCC3)cc1 ?
TbPYK inhibitor: 3%; Shiga inhibitor: 23; Pf growth 48h: inconclusive; HCV inh: 6.3µM*; LmPK inhibitor: 3%; Pf growth 96h: inconclusive; CHX counter: -3

How did COc1ccc(NC(=O)C2=CC(c3ccc(OC)cc3)=NS(=O)(=O)N2C)cc1 do in these assays?
TbPYK inhibitor: -8%; Shiga inhibitor: 10; Pf growth 48h: 33%[activator]; HCV inh: -29%; LmPK inhibitor: -4%; Pf growth 96h: -22%; CHX counter: 12

How did CCCCN(C)Cc1c(C)[nH]c2ccc(Cl)cc2c1=O do in these assays?
TbPYK inhibitor: -6%; Shiga inhibitor: -15; Pf growth 48h: inconclusive; HCV inh: 3%; LmPK inhibitor: 0%; Pf growth 96h: -23%; CHX counter: -3

What do the screens show for `Cc1ccc(/C=C/C(=O)O)cc1S(=O)(=O)N(C)CCO`?
TbPYK inhibitor: 39%[activator]; Shiga inhibitor: -6; Pf growth 48h: 4%; HCV inh: 17%; LmPK inhibitor: 2%; Pf growth 96h: -18%; CHX counter: -3

How did COc1ccc(Cc2nc3c4c(ncn3n2)Oc2c(ccc3ccccc23)C4c2ccc(OC)c(OC)c2)cc1 (stereo unspecified) do in these assays?
TbPYK inhibitor: -2%; Shiga inhibitor: 3; Pf growth 48h: 2.6µM*; HCV inh: inconclusive; LmPK inhibitor: 0%; Pf growth 96h: 1.9µM*; CHX counter: -3

Results for C(#Cc1ccccc1)Cn1nnc2ccccc21 ?
TbPYK inhibitor: 4%; Shiga inhibitor: 49*; Pf growth 48h: 37%[activator]; HCV inh: 5%; LmPK inhibitor: 3%; Pf growth 96h: 40%[activator]; CHX counter: 37*

Among those listed so far, these contain a thiophene ring, fused or not:
How did COc1cccc(-n2cnc3sc(C)cc3c2=O)c1 do in these assays?
TbPYK inhibitor: -27%; Shiga inhibitor: 27; Pf growth 48h: 17%; HCV inh: 18%; LmPK inhibitor: 3%; Pf growth 96h: 8%; CHX counter: 16

What do the screens show for `COc1ccc(-c2cc(=O)oc3c(C)c(OC(=O)c4cccs4)ccc23)cc1`?
TbPYK inhibitor: -2%; Shiga inhibitor: -7; Pf growth 48h: 22%; HCV inh: -1%; LmPK inhibitor: 0%; Pf growth 96h: 11%; CHX counter: -1

Results for Cc1cc(NC(=O)c2cc(-c3cccs3)on2)nn1Cc1ccc(Cl)cc1 ?
TbPYK inhibitor: -1%; Shiga inhibitor: 9; Pf growth 48h: 10µM*; HCV inh: inconclusive; LmPK inhibitor: 5%; CHX counter: 10
